# Assay outcomes (PubChem)
# KB-3-1 cytotox: qHTS assay for MDR1-selective chemotherapeutics: Primary screen using the parental adenocarcinoma cell KB-3-1. hit rate 1.4% among 400,000. Potency, µM (highest dose often 46.1 µM), inactives show at the highest dose activity change, negative = cytotoxic, usual class: cytotoxic. AID 1347075, 2019. KB-3-1 viability, CellTiter-Glo ATP luminescence, 72 h; also: potency is read from the fitted curve at half-maximal effect; % is scaled to controls: 0 for no effect and ±100 for the full control effect; nearly all actives have a fitted effect of over 60% in size
#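 Multi-concentration cytotoxicity screen in KB-3-1 cells grown in DMEM lacking phenol red with 10% FBS. After 72 h at 37 °C with compound, ATP-dependent luminescence was recorded.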
# HT1080 IDH1KD tx: qHTS for induction of synthetic lethality in tumor cells producing 2HG: qHTS for the HT-1080-IDH1KD cell line | hit rate 2% among 360,000 | Potency, µM (titrated, usually from 46.1 µM), for the others: at the top dose activity, negative = toxicity, hits mostly cytotoxic | HT-1080 IDH1 knockdown viability, ATP luminescence, 48 h;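 also: potency is read from the fitted curve at half-maximal effect; 0% = DMSO wells and -100% = cell-free medium wells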
#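 CellTiter-Glo luminescence after 48 h compound exposure at 37 degrees C of IDH1-knockdown HT-1080 cells in 5% FBS RPMI. %Activity scaled between DMSO wells and cell-free media wells, with curves fitted and assigned curve classes.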
# IL1B secr inh: qHTS for Inhibitors of Inflammasome Signaling: IL-1-beta AlphaLISA Primary Screen; THP-1 LPS/ATP IL-1B secretion, AlphaLISA, 16 h; active compounds read low; activity change, % at 57.5 µM; hit rate 4.7% among 360,000; AID 743279, 2014; in the data active = activity change below about -50%; inconclusive = mostly about -30% to -49%; also: % is scaled to controls: 0 for no effect and ±100 for the full control effect
#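 Secreted IL-1B measured by AlphaLISA bead assay after 16 h compound exposure of THP-1 cells; compounds (final up to 57.5 uM) added 1 h before LPS (250 ng/mL) and ATP (1.25 mM) stimulation; lower signal means less secretion.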
# SW480 rerep: A quantitative high throughput screen for small molecules that induce DNA re-replication in SW480 colon adenocarcinoma cells; SW480 DNA re-replication, Hoechst DNA content imaging, 48 h; Potency, µM (series often up to 46.1 µM), for the others: at the top dose re-replication activation, actives largely listed as activators; hit rate 1.8% among 340,000; AID 624297, 2012; also: potency is read from the fitted curve at half-maximal effect; % of control where 0% means no effect; nearly all actives have a fitted effect of over 55% in size
#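 Hoechst fluorescence of nuclei (405 nm excitation, 500-530 nm emission) measured by plate-scanning imager after 48 hr compound exposure at 37 C; re-replication scored as increased number of nuclei with elevated intensity.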
# KB-V1 MDR tox: qHTS assay for MDR1-selective chemotherapeutics: Primary screen using the drug-selected MDR subline cells KB-V1; KB-V1 MDR cells viability, CellTiter-Glo, 72 h; Potency, µM (titrated, usually from 46.1 µM), for inactives: at the top dose activity change, negative = cytotoxicity, hits mostly cytotoxic; hit rate 3.4% among 400,000; also: potency is read from the fitted curve at half-maximal effect; % is scaled to controls: 0 for no effect and ±100 for the full control effect; nearly all actives have a fitted effect of over 60% in size
#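 Luminescent ATP read-out (CellTiter-Glo, 10 min) measures survival of drug-selected KB-V1 MDR cells after 72 h, 37 degrees C compound exposure. Medium: phenol-red-free DMEM, 10% FBS. Values from fitted concentration-response curves.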
# GLP1R ag: qHTS of GLP-1 Receptor Agonists; Glucagon-like peptide 1 receptor (Homo sapiens), P43220; HEK293 GLP-1R CRE-luciferase, luminescence, 4-6 h; cells express a hypersensitive GLP-1R form; Potency, µM (highest dose often 45.6 µM), for inactives: top-dose activation, hits mostly activators; hit rate 0.007% among 380,000; AID 624172, 2012; also: potency is read from the fitted curve at half-maximal effect; % of control where 0% means no effect
# Target sequence (P43220 whole entry, looked up): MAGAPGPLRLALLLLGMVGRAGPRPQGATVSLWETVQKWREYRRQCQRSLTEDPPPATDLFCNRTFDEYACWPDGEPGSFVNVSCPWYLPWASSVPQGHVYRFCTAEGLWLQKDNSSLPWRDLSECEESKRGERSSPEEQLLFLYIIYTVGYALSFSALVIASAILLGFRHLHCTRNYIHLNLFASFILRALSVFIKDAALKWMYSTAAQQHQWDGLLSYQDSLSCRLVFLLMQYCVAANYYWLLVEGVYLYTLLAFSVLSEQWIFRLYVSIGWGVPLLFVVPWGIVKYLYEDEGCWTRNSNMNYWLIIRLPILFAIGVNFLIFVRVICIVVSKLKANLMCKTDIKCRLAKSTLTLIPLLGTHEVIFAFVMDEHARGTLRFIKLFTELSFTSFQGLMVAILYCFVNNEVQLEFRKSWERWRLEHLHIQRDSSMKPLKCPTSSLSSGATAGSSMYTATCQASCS
# HT1080-NT tox: qHTS for induction of synthetic lethality in tumor cells producing 2HG: qHTS for the HT-1080-NT fibrosarcoma cell line; HT-1080-NT fibrosarcoma viability, CellTiter-Glo ATP luminescence, 48 h; Potency, µM (highest dose often 46.1 µM), inactives show top-dose activity, negative = less viability, usual class: cytotoxic; hit rate 1.6% among 360,000;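 also: NT is the 2HG producing partner of a matched IDH1 knockdown line; potency is read from the fitted curve at half-maximal effect; 0% = DMSO-treated cells and -100% = media-only wells without cells; nearly all actives have a fitted effect of over 55% in size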
#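 750 cells/well, RPMI + 5% FBS; 2 h settle, compound pin-transfer, 48 h at 37 degrees C. CellTiter-Glo 10 min RT, luminescence. Normalized to DMSO and media-only wells.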
# DRD3 agonist: qHTS of D3 Dopamine Receptor Agonist: qHTS; D(3) dopamine receptor (Homo sapiens), P35462; D3R DiscoveRx beta-arrestin cells, luminescence, 90 min; max activation, %; hit rate 0.58% among 410,000; AID 652048, 2013; in the data active = max activation above about 30%; also: 0% is about no effect; mostly tested at two doses, the higher about 12 µM
# Target sequence (P35462 whole entry, looked up): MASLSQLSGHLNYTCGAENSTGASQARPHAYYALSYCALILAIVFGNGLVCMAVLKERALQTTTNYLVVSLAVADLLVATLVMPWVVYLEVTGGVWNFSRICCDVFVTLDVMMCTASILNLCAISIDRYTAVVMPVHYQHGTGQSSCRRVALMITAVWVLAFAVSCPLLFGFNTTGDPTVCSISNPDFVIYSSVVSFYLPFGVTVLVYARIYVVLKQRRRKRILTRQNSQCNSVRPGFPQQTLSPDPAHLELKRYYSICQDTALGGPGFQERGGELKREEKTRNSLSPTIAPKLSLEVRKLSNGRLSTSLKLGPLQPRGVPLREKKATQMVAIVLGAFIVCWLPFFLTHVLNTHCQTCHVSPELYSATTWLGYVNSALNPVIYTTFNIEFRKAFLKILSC
#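 Cells at 1500/well, incubated overnight, then treated with pinned compounds (dopamine as control) for 90 min at 37 degrees C. DiscoveRx reagent added for 30 - 60 minutes at room temperature; luminescence read.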
# DRD3 antagonist: qHTS of D3 Dopamine Receptor Antagonist: qHTS | AID 652054, 2013 | D3R cells, DiscoveRx beta-arrestin luminescence, antagonist mode; active compounds read low | max response, negative = inhibition, % | hit rate 2.5% among 360,000; in the data active = max response below about -50%; inconclusive = no clear call, values can overlap the other calls; also: % is scaled to controls: 0 for no effect and ±100 for the full control effect; mostly tested at two doses, the higher about 12 µM
#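 Cells plated overnight at 1500 cells/well, then exposed to library compounds with dopamine controls for 90 minutes at 37 degrees C. DiscoveRx reagent added for 30–60 minutes at room temperature; luminescence read, quantitative HTS format.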
# An asterisk follows results filed as active; u = inconclusive; x = not tested or not shown; [ ] = remark or other dose. Unless noted, calls follow the shape of the dose curve; as a rule, active = well fitted curve in the direction sought with a large enough effect; inconclusive = small, poorly fitted or top-dose-only effect, or another doubt; inactive = no such curve, though single readings can be large; an effect the other way counts as inactive or inconclusive.
SMILES,SW480 rerep,GLP1R ag,DRD3 agonist,HT1080 IDH1KD tx,KB-3-1 cytotox,DRD3 antagonist,KB-V1 MDR tox,HT1080-NT tox,IL1B secr inh
O=C(NCC(O)c1ccc([N+](=O)[O-])cc1)c1cccc(S(=O)(=O)N2CCOCC2)c1 (stereo not drawn),7%,-9%,-2,-22%,4%,-16,-5%,u,-9
CC(C)(C)C(=O)NC(n1cnc2c(N3CCOCC3)ncnc21)C(Cl)(Cl)Cl (stereo not drawn),8%,-1%,-6,12%,5%,-10,-21%,30%,74
COc1cccc(-c2c(-c3cc(OC)cc(OC)c3)n(C)c3ccc(-c4ccc5cc[nH]c5c4)cc23)c1,4%,-6%,-6,-10%,-16%,-24,-10%,-29%,1
CCN(CCNC(=O)Nc1ccc(Cl)cc1)c1ccccc1,u,-8%,-3,u,u,-12,u,u,-6
O=C(COc1ccccc1F)Nc1nnc(C2CCCC2)s1,-5%,-4%,-3,0%,3%,-15,27%,8%,-13
CC1CCN(C(=O)c2ncn(Cc3ccccc3)c2C(=O)N2CCC(C)CC2)CC1,-11%,9%,7,-3%,0%,21,0%,-1%,6
C=CCn1c(SCC(=O)NCCO)nc2sc(C)c(C)c2c1=O,-3%,17%,6,-2%,12%,1,-1%,5%,26
CCn1c(CCl)nc2cc(S(=O)(=O)N3CCOCC3)ccc21,15µM*,13%,-4,-13%,u,-8,-21%,2%,-101*
COc1cc2ncnc(NCc3cc(F)ccc3F)c2cc1OC,-2%,14%,3,1%,-10%,6,-36%,-4%,-14
CN1CC[n+]2cnc3ccccc3c21,1%,-3%,-14,-1%,8%,-10,0%,0%,2
C=CCc1cc(C=O)cc(OC)c1OCc1ccc(Cl)cc1,9%,2%,0,-13%,-6%,0,-20%,-27%,15
CN(CCc1ccccn1)C(=O)Nc1ccc(C(C)(C)C)cc1,-2%,14%,-16,-10%,-9%,-16,-23%,-8%,-12
CC(C)(C)c1ccc(C(=O)Nc2sc3c(c2C#N)CCC(C(C)(C)C)C3)cc1 (stereo not drawn),x,0%,-25,x,-6%,x,-8%,x,x
COc1cccc(C2CC(=O)Nc3c2c(=O)n(C)c2ncnn32)c1OC (stereo not drawn),x,-2%,-15,x,2%,x,-8%,x,x
CC/C(O)=N\S(=O)(=O)c1ccc(N=NN(C)C)cc1,-1%,-10%,-7,10%,7%,-12,11%,6%,9
O/N=C/c1ccccc1Oc1ccccc1,5%,4%,-22,-5%,-13%,5,u,-8%,18
Cc1ccc(-c2ccc3c(c2)O[C@H](CN(C)Cc2cncnc2)[C@@H](C)CN([C@H](C)CO)S3(=O)=O)cc1,x,5%,2,0%,-1%,2,-20%,-7%,-29
COc1ccccc1OCCNC(=O)C1CC(=O)N(c2cccc(SC)c2)C1 (stereo not drawn),-86%[inhibitor],2%,-8,-6%,-11%,-3,2%,-5%,-20
O=C(CCCc1c[nH]c2ccccc12)N1CCN(c2ccc(N3CCOCC3)nn2)CC1,-1%,-11%,4,-11%,-19%,3,-18%,2%,26
c1cc2[nH]c3ccncc3c2cn1,x,0%,-2,-6%,6%,-21,u,-5%,-8
O=C1c2ccccc2NC(c2ccc(O)c(O)c2)N1c1ccccc1Cl (stereo not drawn),2%,-3%,3,-5%,-1%,-12,6%,-2%,36
COc1cccc(NC(=O)c2oc3ccccc3c2NC(C)=O)c1,-5%,0%,-33,-14%,u,-55*,u,11%,-16
Cc1ccncc1C(N)=O,16%,-1%,-8,17%,-4%,5,9%,u,-5
OC[C@@H]1CN(Cc2cccs2)C[C@H](n2cnc3c(N4CCCC4)ncnc32)O1,x,17%,8,3%,0%,28,3%,8%,-12
Cc1ccc(C(=O)CC(C(=O)O)n2cncn2)cc1 (stereo not drawn),-3%,-7%,1,2%,u,-6,4%,10%,-6
Cc1cccnc1Nc1nc(-c2ccccn2)cs1,u,2%,-39,1µM*,1.5µM*,-86*,4.1µM*,1.3µM*,-111*
Cc1ccc(NC(=O)c2ccc(Cl)c(S(=O)(=O)N3CCCCC3)c2)nc1,-25%,6%,3,-2%,-7%,-3,u,2%,u
Cc1ccc(C2c3c(oc4ccccc4c3=O)C(=O)N2CCCN2CCOCC2)o1 (stereo not drawn),1%,-6%,1,9%,-2%,-9,19%,9%,-9
CCN(CC)S(=O)(=O)c1ccc(C(=O)Nc2nnc(COC)o2)cc1,-17%,-4%,8,-3%,13%,-8,-19%,-9%,0
Cc1cc(=O)oc2cc(NC(=O)Cc3ccccc3)ccc12,5%,6%,-8,21%,u,-29,6%,20%,-3

# Only HT1080 IDH1KD tx and SW480 rerep (3 entries from above):
structure	HT1080 IDH1KD tx	SW480 rerep
Cc1ccncc1C(N)=O	17%	16%
OC[C@@H]1CN(Cc2cccs2)C[C@H](n2cnc3c(N4CCCC4)ncnc32)O1	3%	x
Cc1ccc(C(=O)CC(C(=O)O)n2cncn2)cc1 (stereo not drawn)	2%	-3%

# Next part:
SMILES,SW480 rerep,GLP1R ag,DRD3 agonist,HT1080 IDH1KD tx,KB-3-1 cytotox,DRD3 antagonist,KB-V1 MDR tox,HT1080-NT tox,IL1B secr inh
O=C1NC[C@@H](CCCCN2C[C@H](Cc3ccc(O)cc3)N(Cc3ccccc3)C(=O)C2=O)N(CC2CCCCC2)C1=O,x,-3%,-7,13%,9%,u,u,15%,32
COc1ccc(CCNC(=S)NC(=O)c2ccccc2)cc1OC,3%,5%,17,-6%,13%,29,-14%,3%,-10
Cc1ccc(NC(=O)C/C(N)=N/OC(=O)Nc2ccc(C)c(Cl)c2)cc1,1%,18%,5,10%,11%,15,13%,19%,-13
O=C(NC(=S)Nc1ccccc1Br)C1CCC1,-3%,15%,-6,2%,-6%,-25,-7%,-3%,44
O=C(Cc1ccccc1[N+](=O)[O-])c1ccc2c(c1)OCO2,2%,2%,2,19%,1%,8,-24%,15%,-4
COc1ccc(C)c2sc(=NC(=O)c3ccccc3)n(C)c12,-9%,-1%,1,2%,-18%,-14,3%,1%,52
CN(C)c1nc2c(c(=O)[nH]c(=O)n2C)n1Cc1ccccc1Br,-4%,15%,21,-3%,u,-7,21µM*,1%,33
C[C@H](CO)N1C[C@H](C)[C@@H](CN(C)S(=O)(=O)c2ccc3c(c2)OCCCO3)OCc2cnnn2CCCC1=O,x,7%,-3,12%,9%,-10,u,5%,26
COc1cccc2oc(-c3ccco3)cc(=O)c12,-2%,-6%,-7,-20%,u,-54*,u,0%,-101*
COc1ccccc1S(=O)(=O)Cc1ccc(C(=O)NCc2ccco2)o1,8%,0%,4,11%,-6%,-3,3%,11%,-26
Cc1ccc(-c2[nH]nc3c2C(c2cccnc2)C(C#N)=C(N)O3)cc1 (stereo not drawn),-3%,27%,7,-1%,2%,4,0%,9%,-15
Cc1ccc(SCC(=O)OCC(=O)NCc2cccs2)cc1C,-2%,22%,3,12%,-4%,-2,18%,6%,10
CC1Cc2ccccc2N1C(=O)COC(=O)CCc1nc2ccccc2c(=O)[nH]1 (stereo not drawn),-3%,2%,-8,5%,-1%,-13,-2%,-6%,-14
CC(=O)Nc1ccc(-n2nnnc2SCC(=O)NC2CCCC2)cc1,-24%,19%,3,2%,31%,-6,11%,9%,-13
COc1ccc(/C=N/N2CCN(Cc3ccccc3)CC2)cc1,u,-4%,-9,-2%,0%,8,2%,13%,8
CCOc1ccc(NS(=O)(=O)c2ccc(C(=O)N(C)CC(=O)Nc3cccc(OC)c3)cc2)cc1,0%,9%,-1,u,u,-1,24%,-3%[9.24 µM],13
CCCCC(C(=O)OCC(=O)c1ccc(OC)cc1)N1C(=O)c2ccccc2C1=O (stereo not drawn),-3%,-2%,12,10%,9%,13,-15%,2%,-57*
N#CC1(NC(=O)COC(=O)Cc2n[nH]c(=O)c3ccccc23)CCCCC1,-2%,6%,12,0%,2%,-4,19%,4%,49
CCOC(=O)/C(C#N)=C1/CCCCCN1C,-5%,-1%,6,14%,23%,0,u,10%,0
CC[C@@H](C(=O)[C@@H](C)[C@@H](O)[C@H](C)CCc1ccc(C)c(O)c1C(=O)O)[C@H]1O[C@](CC)([C@H]2CC[C@](O)(CC)[C@H](C)O2)C[C@@H]1C,u,-11%,208*,6.5µM*,u,275,u,1.6µM*,-92*
CN1C(=O)c2ccc(C(=O)Nc3ccc4c(c3)OCO4)cc2C1=O,0%,0%,9,7%,19%,5,u,0%,-6
Cc1ccc(/C=C/c2ccc(=O)n(Cc3ccc(Cl)cc3Cl)n2)cc1,-2%,-2%,-5,-1%,-11%,11,-1%,16%,1
O=C(CSc1ccccn1)Nc1nonc1[N+](=O)[O-],2%,-13%,-3,u,u,-70*,10µM*,21µM*,-99*
N#C/C(=C(/O)CN1CCN(c2ccccc2F)CC1)c1nc(-c2ccc(Cl)cc2)cs1,6%,-5%,-4,0%,-12%,-14,u,0%,-11
O=C(NN1C(=O)c2ccccc2NC1c1ccc([N+](=O)[O-])o1)c1ccccc1 (stereo not drawn),u,-1%,5,-15%,0%,-4,0%,-15%,-76*
